Source: PubChem (National Center for Advancing Translational Sciences (NCATS))
Tb PFK inh: inhibitors of T. brucei phosphofructokinase; T. brucei PFK, ADP-Glo luminescence; Potency, µM (top dose mostly 57.5 µM), for the others: at the highest dose activity, negative = inhibition, most hits filed as inhibitors; hit rate 0.17% among 330,000; AID 485367;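 note: potency is the fitted concentration of half-maximal effect; 0% = uninhibited 1x PFK enzyme wells and -100% = no-enzyme wells; nearly all actives have a fitted effect of over 60% in size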
Target sequence (O15648 whole entry, looked up): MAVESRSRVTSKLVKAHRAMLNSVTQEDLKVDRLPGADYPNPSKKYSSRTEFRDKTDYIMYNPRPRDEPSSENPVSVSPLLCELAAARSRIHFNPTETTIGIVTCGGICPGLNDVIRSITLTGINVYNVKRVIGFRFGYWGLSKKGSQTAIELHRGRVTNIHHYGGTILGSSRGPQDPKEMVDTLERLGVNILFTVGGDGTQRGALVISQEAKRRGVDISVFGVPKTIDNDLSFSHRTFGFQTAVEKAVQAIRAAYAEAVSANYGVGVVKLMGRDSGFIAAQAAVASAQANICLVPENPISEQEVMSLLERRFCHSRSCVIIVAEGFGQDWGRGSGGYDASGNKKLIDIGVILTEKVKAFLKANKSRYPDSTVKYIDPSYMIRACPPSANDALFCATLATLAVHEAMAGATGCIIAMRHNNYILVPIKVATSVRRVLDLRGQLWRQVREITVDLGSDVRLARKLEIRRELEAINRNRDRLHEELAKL
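In TEA buffer at pH 8.0 with 5 mM MgCl2, enzyme (1.25 nM) converted F6P (0.5 mM) and ATP (0.1 mM) for 45 min at room temperature. ADP product was read by luciferase luminescence.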
p53 reactivator: re-activators of mutant p53; H1299 p53-A138V BP100-luciferase reporter, luminescence, 24 h; Potency, µM (series often up to 92.2 µM), for inactives: top-dose activity change, positive = activation, actives largely listed as activators; hit rate 0.063% among 320,000; AID 504706; note: potency is the fitted concentration of half-maximal effect; % of control where 0% means no effect; nearly all actives have a fitted effect of over 45% in size
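H1299 (p53-null), stable ts p53-A138V + BP100-Luc; 1000 cells/well, Opti-MEM/10% FBS; cpd 4 pt, 1:5; 24 h, 37 deg C, 5% CO2; detection reagent 10 min RT; luminescence.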
BRCA1 expr up: activators of BRCA1 expression; MCF7-BRCA1-FFLuc reporter, luminescence, 48 h; response scale: scaled: vehicle 0%, 10 µM genistein 100%; Potency, µM (titrated, usually from 46.1 µM), without a hit: at the top dose activation, most hits filed as activators; hit rate 1.1% among 380,000; AID 624202; note: potency is the fitted concentration of half-maximal effect; nearly all actives have a fitted effect of over 80% in size; some results filed as inactive show a strong effect at the top dose
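Luminescence from a BRCA1-driven firefly luciferase in MCF7 cells was read after 48 h compound exposure at 37 C. Data normalized against DMSO and a 10microM genistein activation control, then curve-fitted across the titration.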
ELG1 genotox: inducers of genotoxicity in HEK293T ELG1-luciferase cells | HEK293T ELG1-luciferase reporter, luminescence, 16 h | Potency, µM (highest dose often 46 µM), inactives show top-dose activity change, positive = activation, actives largely listed as activators | hit rate 1.3% among 330,000 | AID 504466; note: potency is the fitted concentration of half-maximal effect; % of control where 0% means no effect; nearly all actives have a fitted effect of over 60% in size
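Genotoxicity was scored as increased ELG1-luciferase reporter signal, measured by ONE-Glo luminescence (30 min, room temperature). Compound or vehicle exposure of the HEK293T reporter cells lasted 16 hr at 37°C.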
FLuc modulator: firefly luciferase modulation, counter-screen for miR-21 project; P08659; purified FLuc, Km substrates, luminescence inhibition; Potency, µM (titrated, usually from 57.5 µM), for inactives: at the top dose activity change, negative = inhibition, most hits filed as inhibitors; hit rate 6.9% among 360,000; AID 588342;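 note: potency is the fitted concentration of half-maximal effect; plate controls were vehicle for no effect and reference inhibitor for full effect; nearly all actives have a fitted effect of over 55% in size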
Target sequence (P08659 whole entry, looked up): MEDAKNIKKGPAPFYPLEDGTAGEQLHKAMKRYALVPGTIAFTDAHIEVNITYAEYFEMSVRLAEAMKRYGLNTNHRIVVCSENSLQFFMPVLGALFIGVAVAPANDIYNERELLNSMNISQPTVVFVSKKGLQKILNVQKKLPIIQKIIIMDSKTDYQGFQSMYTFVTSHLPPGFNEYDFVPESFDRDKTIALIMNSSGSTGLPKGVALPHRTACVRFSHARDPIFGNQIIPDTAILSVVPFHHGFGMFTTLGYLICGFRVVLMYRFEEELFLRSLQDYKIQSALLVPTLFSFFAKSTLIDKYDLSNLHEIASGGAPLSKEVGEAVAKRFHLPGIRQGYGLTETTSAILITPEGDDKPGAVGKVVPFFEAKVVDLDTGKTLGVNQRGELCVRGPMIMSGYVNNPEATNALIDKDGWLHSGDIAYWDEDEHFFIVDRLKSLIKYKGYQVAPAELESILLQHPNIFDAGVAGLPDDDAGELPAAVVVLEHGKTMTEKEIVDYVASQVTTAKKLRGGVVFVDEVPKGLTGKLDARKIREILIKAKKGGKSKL
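Biochemical qHTS of compounds, final roughly 60 µM downward over six points, against 10 nM purified firefly luciferase using Km concentrations of substrates (10 uM D-luciferin, 10 uM ATP) in Tris acetate pH 7.5 buffer; luminescence output.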
VP16 counter: counter-screen for ROR gamma inhibitors: Gal4-VP16 reporter. AID 2546. hit rate 3.5% among 310,000. Drosophila S2 Gal4-VP16 UAS-luciferase, luminescence, 20 h. Potency, µM (titrated, usually from 53.6 µM), for inactives: at the top dose activity, negative = inhibition, hits mostly inhibitors;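 note: Gal4-VP16 expression switched on by copper sulfate through the metallothionein promoter; potency is the fitted concentration of half-maximal effect; % is set by controls: 0 for no effect and ±100 for the full control effect; nearly all actives have a fitted effect of over 50% in size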
Rab9 promoter act: activators of Rab9 promoter; AID 485297; Potency, µM (titrated, usually from 9.22 µM), inactives show top-dose activation, negative = inhibition, usual class: activators; hit rate 2.8% among 320,000; Huh7 Rab9 promoter-luciferase reporter, luminescence, 24 h; note: potency is the fitted concentration of half-maximal effect; % of control where 0% means no effect; nearly all actives have a fitted effect of over 60% in size
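Rab9 promoter-driven luciferase in stably transfected Huh7 cells; 1500 cells/well rested 2 h, exposed to compound in DMSO for 24 h at 37 °C, 5% CO2. Luminescence read 10 min after adding luciferase reagent at ambient temperature.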
TRPV1 ag: human TRPV1 agonism; TRPV1-expressing cells, Fluo-8 calcium influx, agonist mode; Q8NER1; AID 540275; hit rate 0.19% among 320,000; activation, % at 8.33 µM; in the data active = activation above about 80%; inconclusive = between about 30% and that limit; note: 0% is about no effect
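TRPV1-expressing cells were cultured overnight at 35.5C and loaded with Fluo-8 calcium dye for 40 to 90 min at room temperature. After a 10 s baseline, compound was added and calcium influx was read kinetically for 3 min (ex 480/em 520 nm).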
RORgamma inh: blocks mouse ROR gamma transcriptional activity; Drosophila S2 Gal4-RORgamma UAS-luciferase reporter, 20 h; P51450; hit rate 5.4% among 310,000; AID 2551; Potency, µM (doses to about 53.6 µM), inactives show at the top dose activity change, negative = inhibition, actives largely listed as inhibitors; note: potency is the fitted concentration of half-maximal effect; % is set by controls: 0 for no effect and ±100 for the full control effect; nearly all actives have a fitted effect of over 60% in size
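Compounds are pin-transferred onto Drosophila Schneider cells expressing a copper-inducible Gal4–ROR gamma transactivation domain fusion. After 1 hr, copper sulfate is added to 700 uM final; luciferase is read 20 hr later.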
NPC1 prom act: activators of NPC1 promoter; hit rate 2.4% among 320,000; Potency, µM (series often up to 9.22 µM), inactives show at the top dose activation, usual class: activators; Huh7 NPC1 promoter luciferase reporter, 24 h;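 note: potency is the fitted concentration of half-maximal effect; % of control where 0% means no effect; nearly all actives have a fitted effect of over 60% in size; reporter is driven by a mutant NPC1 promoter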
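Quantitative HTS used a cell-based reporter: Huh7 cells stably bearing the NPC1 promoter upstream of luciferase were treated with compounds for 24 h, and promoter activation was read as luminescence.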
ELG1 DNA repair: inhibitors of ELG1-dependent DNA repair in HEK293T cells | HEK293T ELG1-luciferase reporter, luminescence, 16 h; DNA damage induced by 5-fluorouridine | Potency, µM (top dose mostly 46.1 µM), inactives show at the top dose activity change, negative = inhibition, usual class: inhibitors | hit rate 2.3% among 330,000; note: potency is the fitted concentration of half-maximal effect; % is set by controls: 0 for no effect and ±100 for the full control effect; nearly all actives have a fitted effect of over 55% in size
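Step one: seed 2,000 cells per well. Step two: pin-transfer compound or DMSO alongside 5-fluorouridine. Step three: incubate 16 hr, 37 °C, 5% CO2. Step four: add ONE-Glo, wait 30 min, read luminescence.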
* hit, by the source's call; ? = inconclusive; nt = not tested or not shown; [ ] = another dose, or the depositor's remark. Unless noted, calls come from the whole dose curve; as a rule, active = well fitted curve in the direction sought with a large enough effect; inconclusive = small, poorly fitted or top-dose-only effect, or another doubt; inactive = no such curve, though single readings can be large; an effect the other way counts as inactive or inconclusive.

SMILES	Tb PFK inh	p53 reactivator	BRCA1 expr up	ELG1 genotox	FLuc modulator	VP16 counter	Rab9 promoter act	TRPV1 ag	RORgamma inh	NPC1 prom act	ELG1 DNA repair
O=C1C2C3CCC(C3)C2C(=O)N1CNc1ccc(F)cc1 (centres undefined)	?	3%	-2%	1%	3%	-7%	2%	0	-1%	0%	10%
O=C(Nc1ccccc1)N1CCN(C(=O)Nc2ccccc2)CC1	3%	3%	nt	-1%	1%	0%	2%	0	13%	0%	2%
COCCCNC1CS(=O)(=O)CC1O (centres undefined)	0%	-1%	0%	1%	0%	-5%	-8%	-1	-3%	-5%	-2%
COn1c(-c2ccccc2)nc2ncccc21	0%	4%	-2%	0%	-2%	3%	9%	0	28%	-4%	2%
CCOC(=O)c1ccc(NC(=O)CN2CCN(Cc3ccccc3)CC2)cc1	5%	1%	-4%	-5%	0%	-1%	-4%	10	5%	-4%	?
O=C(COC(=O)C12CC3CC(CC(C3)C1)C2)NCCc1ccccc1	-3%	3%	-9%	2%	-12%	8%	-2%	24	3%	0%	13%
CCN(CC)CCNC(=O)c1cc(S(C)(=O)=O)ccc1OC	1%	-8%	5%	0%	6%	-3%	-12%[46.1 µM]	3	?	-4%[46.1 µM]	12%
COc1ccc(Nc2nc(-c3sc(C)nc3C)cs2)c(OC)c1	3%	-53%[inhibitor]	-28%	3%	?	-20%	-6%	5	-5%	-26%	?
O=C(O)c1ccc(N2CCCCS2(=O)=O)cc1	-1%	-1%	11%	6%	-1%	7%	12%	4	15%	-4%	11%
CCn1c(SCC(=O)N(C)CC(=O)Nc2cccc(OC)c2)nnc1-c1ccco1	0%	0%	-7%	2%	-2%	nt	-10%	-5	nt	1%	-18%
Cc1ccc(C(C)C)c(OCC#CCN2CCOCC2)c1	-3%	0%	14%	-2%	2%	1%	0%	8	2%[1.91 µM]	-3%	-9%
CC1CCN(S(=O)(=O)c2ccc(F)c(C(=O)O)c2)CC1	2%	-4%	-8%	0%	-2%	-4%	-4%	0	-9%	1%	3%

3 compounds already listed, arranged by the value under Rab9 promoter act, ascending.
| molecule | Tb PFK inh | p53 reactivator | Rab9 promoter act | TRPV1 ag | RORgamma inh | NPC1 prom act |
| --- | --- | --- | --- | --- | --- | --- |
| CC1CCN(S(=O)(=O)c2ccc(F)c(C(=O)O)c2)CC1 | 2% | -4% | -4% | 0 | -9% | 1% |
| O=C(COC(=O)C12CC3CC(CC(C3)C1)C2)NCCc1ccccc1 | -3% | 3% | -2% | 24 | 3% | 0% |
| O=C(O)c1ccc(N2CCCCS2(=O)=O)cc1 | -1% | -1% | 12% | 4 | 15% | -4% |

(listing goes on)
SMILES	Tb PFK inh	p53 reactivator	BRCA1 expr up	ELG1 genotox	FLuc modulator	VP16 counter	Rab9 promoter act	TRPV1 ag	RORgamma inh	NPC1 prom act	ELG1 DNA repair
O=c1/c(=C/c2ccccc2)sc2nnc(-c3cccs3)n12	-20%	-4%	2%	0%	-18%	-2%	-6%	7	16%	0%	24%
CCC(C)(C)NC(=O)C(c1ccc(F)cc1)N(Cc1ccco1)C(=O)CCC(=O)Nc1ccccn1 (centres undefined)	2%	-3%	-23%	1%	1%	-1%	6%	?	3%	-1%	0%
CC(=O)Cc1cc(=O)c2c(C)cc(O)c(C3OC(CO)C(O)C(O)C3O)c2o1 (centres undefined)	1%	-2%	28%	-1%	0%	9%	6%	-6	?	0%	0%
Cc1ccc(OCC(=O)Nc2ccc(O)c(-c3nc4ccccc4o3)c2)cc1	-3%	-7%	13%	2%	9%	-5%	-4%	0	0%	-1%	-12%
CSCCNC(=O)c1ccc2nc(C3CCCCC3)oc2c1	-1%	?	?	12%	-15%	4%	26%	92*	?	?	?
CC1CC(C)CN(c2ccc([N+](=O)[O-])cc2-c2nn[nH]n2)C1 (centres undefined)	0%	0%	14%	1%	-1%	-9%	1%	2	3%	0%	2%
Cc1cc(NC(=O)C2CC(=O)N(c3ccc(Cl)cc3)C2)no1 (centres undefined)	2%	-2%	-9%	-7%	1%	0%	-6%	12	-8%	1%	2%
CCCN(C(=O)c1cc(S(=O)(=O)N2CCCCCC2)ccc1OC)C1CCS(=O)(=O)C1 (centres undefined)	2%	2%	30%	0%	3%	nt	2%	-2	nt	-1%	2%
S=C(Nc1ccc(Cl)cc1)N(CCCN1CCOCC1)Cc1cccs1	-4%	-3%	-15%	-1%	0%	10%	6%	18	13µM*	-8%	-6%
Cc1cccc(-c2nc3ccccc3c(=O)n2NC(=O)c2cccnc2Cl)c1	-1%	2%	3%	2%	0%	8%	-3%	2	-2%	-2%	3%
CCOc1ccc(C2C(C(=O)c3ccco3)=C(O)C(=O)N2CCN(C)C)cc1 (centres undefined)	-5%	4%	nt	7%	1%	-8%	-4%	-1	11%	0%	0%
O=C(Nc1nnc(C2=COCCO2)o1)C1CCCCC1	-2%	7%	5%	1%	-3%	1%	1%	-9	20%	-1%	3%
Cc1cc(C)nc(/N=C(\N)N(Cc2ccccc2)Cc2ccccc2)n1	-1%	-3%	-39%	-11%	-2%	-9%	-9%	1	11µM*	-10%	-27%
CC(=O)N1N=C(c2cccs2)CC1c1cccc([N+](=O)[O-])c1 (centres undefined)	-13%	9%	-7%	2%	2%	-20%	3%	-1	21%	0%	-6%
Cc1cc(C(=O)CSc2nnc(N)s2)c(C)n1CCc1ccc(Cl)cc1	-4%	1%	-31%	1%	1%	3%	9%	?	19%	9%	?
CCc1nnc(NC(=O)C=C(C)C)s1	2%	?	73%	?	?	4%	?	-3	?	?	?
CC1CCCN(C(=O)c2ccc(Cl)c(S(=O)(=O)N3CCCCCC3)c2)C1 (centres undefined)	-4%	?	29%	4%	?	nt	11%	?	nt	9%	?
Cc1cc(C)cc(-n2ncc3c2CCCC3NC(=O)CN2CCCC2=O)c1 (centres undefined)	-16%	-1%	6%	-5%	-2%	-3%	0%	-1	-6%	-1%	0%
COc1ccc(OC)c(C(=O)NC(CC(N)=O)c2ccc(N3CCN(c4ccccc4)CC3)c([N+](=O)[O-])c2)c1 (centres undefined)	-1%	1%	-7%	0%	-1%	-7%	-1%	2	6%	-7%	-7%
Cc1cc(C)c2c(=O)n(CC(=O)Nc3cccc(F)c3)sc2n1	7.6µM*	-10%	-6%	3%	9.5µM*	?	-2%	21	?	-3%	?
Cc1ccc(NC(=S)NN(C)c2cc(C)nc(C)n2)cc1	9%	1%	0%	-9%	-1%	-20%	6%	-3	-5%	1%	?
O=C1CC(N(O)c2ccccc2)C(=O)N1c1ccc(Cl)c(Cl)c1 (centres undefined)	-12%	3%	1%	-3%	0%	0%	0%	0	14%	-3%	17%
COc1ccc(Br)cc1C(=O)N/N=C/c1ccc([N+](=O)[O-])cc1	2%	0%	-12%	13%	1%	-7%	-2%	-5	-23%	-4%	-11%
COc1ccc(C(=O)NCCc2nnc(SCC(=O)Nc3ccccc3)n2C)cc1	-3%	17%	-3%	?	?	-13%[0.365 µM]	3%	1	3%	-6%	?
COc1cccc(-n2nnc3c(=O)n(Cc4ccc(F)cc4)cnc32)c1	4%	5%	-3%	2%	-1%	-3%	1%	?	-1%	0%	-20%
CC(C)Sc1nc2c(c(=O)n(C)c(=O)n2C)n1Cc1ccc(Cl)cc1	-3%	9%	-34%	3%	0%	-6%	0%	nt	-18%	-1%	?
CCCCOC(=O)C(NC(=O)c1ccccc1)=C(C)C	-4%	-5%	-13%	0%	8%	5%	1%	11	5%	-4%	2%
Cc1c(C(=O)N2CCC2)oc2ccc(Br)cc12	-4%	6%	?	?	?	nt	8%	?	nt	-2%	?
CCOc1cc(C(=O)NCc2ccc3c(c2)OCO3)cc(OCC)c1OCC	-6%	2%	6%	-5%	2%	5%	1%	?	18%	1%	-13%
CCOc1cc(C(=O)NC)cc(Br)c1OCc1ccccc1	-4%	1%	-38%	-7%	-2%	-4%	-13%	15	40%	3%	?
CC(C)=CCN1CCN(Cc2cccnc2)CC1CCO (centres undefined)	-8%	4%	0%	-3%	4%	-5%	2%	1	8%	-5%	9%
COc1ccc(CCNC(=O)Cn2c(=O)n(-c3cc(F)ccc3F)c(=O)c3sccc32)cc1OC	-1%	-6%	-16%	-15%	4%	-13%	2%	-1	10%	-2%	?
Cc1cccc(NC(=O)CSCC(=O)N(C)Cc2c(F)cccc2Cl)c1	0%	1%	2%	-2%	0%	nt	-3%	16	nt	-6%	0%
CCOC(=O)C1=C(CP(=O)(c2ccccc2)c2ccccc2)NC(=O)NC1c1ccc(OC)cc1 (centres undefined)	-5%	-15%	-21%	0%	6%	-4%	-9%	-2	20%	0%	-14%
Cc1cccc(N(Cc2ccccc2)C(=O)c2ccccc2S(C)(=O)=O)c1	-7%	1%	10%	-7%	3%	3%	16%	-2	-8%	0%	0%
